SSB-PriA inh: inhibitors of Klebsiella pneumoniae PriA binding to SSB C-terminal tail; actives 0.6% (n = 430,000); inhibition, % at 33 µM; AlphaScreen SSBct-PriA binding, biotinylated peptide; in the data active = inhibition mostly above about 37%, no sharp cut-off; inactive = mostly below about 20%;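 also: plate controls were negative control peptide for no effect and reference peptide for full effect; strong numbers were not always called active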
VHR inh abs: inhibitors of human VHR1 phosphatase (DUSP3); inhibition, % at 13.3 µM; actives 0.52% (n = 290,000); recombinant VHR phosphatase, pNPP absorbance; P51452; AID 1654; in the data active = inhibition above about 50%; also: some compounds called inactive have numbers as strong as hits
Target sequence (P51452 whole entry, looked up): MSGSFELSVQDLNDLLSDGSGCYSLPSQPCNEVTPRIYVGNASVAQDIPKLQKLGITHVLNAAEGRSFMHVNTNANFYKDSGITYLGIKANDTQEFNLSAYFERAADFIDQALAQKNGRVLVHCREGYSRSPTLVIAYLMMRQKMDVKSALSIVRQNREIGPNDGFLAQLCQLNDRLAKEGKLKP
TcdB GH inh: TcdB glycohydrolase inhibition; P18177; TcdB glycohydrolase enzymatic assay, plate reader; inhibition, % at 9.99 µM; actives 0.24% (n = 350,000); AID 652162; in the data active = inhibition above about 10%
Y pestis TopoI: blocks Yersinia pestis topoisomerase I activity. AID 504884. Y. pestis Topo-I cleavage product accumulation, plate reader. activity, % at 10 µM. actives 0.064% (n = 360,000); in the data active = activity above about 50%, passing the limit was not always enough; also: inactives centre near 2
BH1578 lux ind: induces V. cholerae light production without autoinducers; V. cholerae BH1578 lux reporter, luminescence, 6 h; activation, % at 18.7 µM; actives 0.16% (n = 350,000); AID 588436; in the data active = activation mostly above about 9.7%, no sharp cut-off; also: not every result past the cut was called active; inactives centre near 0; reference of the scale not given here
MazF activator: increases E. coli MazEF RNase cleavage of RNA; FAM/BHQ RNA-DNA oligo cleavage fluorescence, 5 h; activation, % at 20 µM; actives 0.32% (n = 350,000); in the data active = activation above about 50%
Target sequence (P0AE70 whole entry, looked up): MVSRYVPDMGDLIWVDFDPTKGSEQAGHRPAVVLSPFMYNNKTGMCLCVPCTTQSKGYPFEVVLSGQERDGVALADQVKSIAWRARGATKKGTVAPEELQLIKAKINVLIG
CCHF vOTU inh: CCHFV vOTU protease inhibition; inhibition, % at 11.5 µM; Pep-AMC fluorescence; actives 0.55% (n = 370,000); AID 651958; in the data active = inhibition above about 30%; also: 0% = vehicle wells with enzyme and 100% = no enzyme wells
Rv3671c inh: inhibits the M. tuberculosis serine protease Rv3671c; P9WHR9; actives 0.048% (n = 320,000); AID 2606; inhibition, % at 5.96 µM; in the data active = inhibition above about 38%;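 also: extracellular domain of Rv3671c used as enzyme; 0% = enzyme with DMSO and 100% = no enzyme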
Target sequence (P9WHR9 whole entry, looked up, the tested form may be a part): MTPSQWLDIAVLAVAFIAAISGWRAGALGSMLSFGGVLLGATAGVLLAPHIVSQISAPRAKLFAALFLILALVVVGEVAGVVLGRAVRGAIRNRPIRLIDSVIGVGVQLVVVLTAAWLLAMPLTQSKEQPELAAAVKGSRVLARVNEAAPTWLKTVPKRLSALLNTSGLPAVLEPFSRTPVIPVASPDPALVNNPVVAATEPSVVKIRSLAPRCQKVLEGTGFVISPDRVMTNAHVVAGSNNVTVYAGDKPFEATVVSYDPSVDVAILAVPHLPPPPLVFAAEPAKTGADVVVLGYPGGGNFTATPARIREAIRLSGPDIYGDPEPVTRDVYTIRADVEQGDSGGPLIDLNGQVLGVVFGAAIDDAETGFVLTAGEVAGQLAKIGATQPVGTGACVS
PrPC TRFRET: cell surface PrPC inhibition, primary TR-FRET screen | TR-FRET read-out | inhibition, % at 13.8 µM | actives 0.43% (n = 370,000) | AID 720596; in the data active = inhibition above about 24%; also: 0% = median of the test wells and 100% = reference compound wells
3CLpro inhibitor: SARS-CoV 3CLpro protease inhibition | recombinant SARS-CoV 3CLpro, quenched FRET peptide cleavage | inhibition, % at 6 µM | actives 0.14% (n = 290,000); in the data active = inhibition above about 12%
* hit, by the source's call; & = joins results of further samples. This is a subset; count on the stated rates, not on these rows.

For COc1ccccc1/C=C/C(=O)OCC(=O)N1CCN(S(=O)(=O)c2ccc(C)cc2C)CC1 the results were SSB-PriA inh 2, TcdB GH inh -0.4, Y pestis TopoI 21, BH1578 lux ind -1.2, MazF activator 4, CCHF vOTU inh -5 and PrPC TRFRET -2.
Screening CCCOc1ccc(C2CC(=O)NC2=O)cc1 (stereo unspecified) returned SSB-PriA inh 8, VHR inh abs -13, TcdB GH inh 1.2, Y pestis TopoI 12, BH1578 lux ind inactive, MazF activator 2, CCHF vOTU inh -8, Rv3671c inh -5, PrPC TRFRET 0 and 3CLpro inhibitor -1.
For CC(C)c1cc(C(=O)N/N=C/C(Br)=C/c2ccccc2)n[nH]1 the results were VHR inh abs 2, TcdB GH inh -0.8, Y pestis TopoI -1, BH1578 lux ind -0.2, MazF activator 6, CCHF vOTU inh 19, Rv3671c inh -14, PrPC TRFRET 12 and 3CLpro inhibitor 3.
`Nc1nc2n(c1C(=O)c1ccccc1)CCC2` gave SSB-PriA inh -22, VHR inh abs -3, Y pestis TopoI 8, BH1578 lux ind -6.2, MazF activator -2, CCHF vOTU inh 10, Rv3671c inh 5, PrPC TRFRET -2 and 3CLpro inhibitor -3.
Cc1ccc2ccccc2c1C(O)c1ncc(-c2ccc(C(F)(F)F)cc2)[nH]1 (stereo unspecified) was read as TcdB GH inh 2.1, Y pestis TopoI -13, BH1578 lux ind inactive, CCHF vOTU inh 17 and PrPC TRFRET -12.
O=C(c1ccc(Oc2cc(Cl)cc(Cl)c2)o1)N1CCCCC1 was read as SSB-PriA inh 7, VHR inh abs -8, TcdB GH inh -0.6, Y pestis TopoI 39, BH1578 lux ind -0.3, MazF activator -6, CCHF vOTU inh -4, Rv3671c inh 4, PrPC TRFRET 15 and 3CLpro inhibitor 0.
O=C(CNC(=O)c1ccccc1Br)N/N=C/c1ccco1 was read as VHR inh abs 12, TcdB GH inh -7.9, Y pestis TopoI 12, BH1578 lux ind -0.2, MazF activator -29, CCHF vOTU inh 26, Rv3671c inh 9, PrPC TRFRET -6 and 3CLpro inhibitor 2.
O=C(COC(=O)c1cc2ccccc2oc1=O)Nc1cccc(Br)c1 was read as SSB-PriA inh -6, TcdB GH inh -9.8, Y pestis TopoI -6, BH1578 lux ind 0.7, MazF activator -7, CCHF vOTU inh 28, Rv3671c inh -5 and PrPC TRFRET 6.
For O=C(COC(=O)c1ccccn1)NCc1ccccc1 the results were SSB-PriA inh -1, VHR inh abs 27, TcdB GH inh 1.0, Y pestis TopoI 0, BH1578 lux ind 1.1, MazF activator 5, CCHF vOTU inh -10, Rv3671c inh 2, PrPC TRFRET -1 and 3CLpro inhibitor -1.
Screening CC(C)Cn1nc(C(=O)Nc2cccc(C(=O)NC3CC3)c2)c2ccccc2c1=O returned SSB-PriA inh -11, TcdB GH inh 0.8, Y pestis TopoI 10, BH1578 lux ind -0.5, MazF activator 2, CCHF vOTU inh 12, Rv3671c inh -6 and PrPC TRFRET 3.
`Cn1cc(C(=O)N/N=C/C(Br)=C\c2ccccc2)ccc1=O` gave VHR inh abs 23, Y pestis TopoI 3, MazF activator 0, CCHF vOTU inh 15, Rv3671c inh 2, PrPC TRFRET -4 and 3CLpro inhibitor -4.
For c1ccc(CN2CCC(Nc3nc(-c4ccccc4)nc4ccccc34)CC2)cc1 the results were SSB-PriA inh 1, VHR inh abs -16, Y pestis TopoI -22, BH1578 lux ind -0.4, MazF activator -5, CCHF vOTU inh 12, Rv3671c inh -5, PrPC TRFRET -8 and 3CLpro inhibitor -4.
Screening CCc1cccc2c(C(=O)COC(=O)c3nccnc3N)c[nH]c12 returned SSB-PriA inh -5, TcdB GH inh 2.1, Y pestis TopoI -18, BH1578 lux ind -1.7, MazF activator 2, CCHF vOTU inh -3, Rv3671c inh 5 and PrPC TRFRET -9.
COc1cc(Br)cc(/C=N/c2ncn[nH]2)c1O was read as VHR inh abs 1, Y pestis TopoI -2, BH1578 lux ind -0.4, MazF activator -2, Rv3671c inh -6 and 3CLpro inhibitor 2.
Screening O=C(O)c1ccccc1Cc1nc2cc(Cl)ccc2c(=O)[nH]1 returned SSB-PriA inh -6, VHR inh abs 13, TcdB GH inh -0.7, Y pestis TopoI -6, BH1578 lux ind inactive, MazF activator -4, CCHF vOTU inh -20, Rv3671c inh -1, PrPC TRFRET -8 and 3CLpro inhibitor 1.
Clc1ccc(OCc2nc(-c3ccc(Br)o3)no2)cc1 was read as SSB-PriA inh -15, VHR inh abs 11, TcdB GH inh 0.5, Y pestis TopoI 5, BH1578 lux ind 0.7, MazF activator -2, CCHF vOTU inh -2, Rv3671c inh 4, PrPC TRFRET 1 and 3CLpro inhibitor -7.
`CC1(C)CC(=O)C/C(=N/NC(=O)CCCOc2ccc(Cl)cc2Cl)C1` gave VHR inh abs 27, Y pestis TopoI -1, BH1578 lux ind inactive, MazF activator -5, CCHF vOTU inh 1, Rv3671c inh -14, PrPC TRFRET 0 and 3CLpro inhibitor 4.
Screening CC(C)CC(N(C)C)C1(c2ccc(Cl)cc2)CCC1 (stereo unspecified) returned SSB-PriA inh -2, TcdB GH inh 0.3&-0.8, Y pestis TopoI -8&6, BH1578 lux ind -0.3&0.7, MazF activator 1&1, CCHF vOTU inh -4&5, Rv3671c inh 0&7 and PrPC TRFRET -3&-4.
`Cc1c(CC(=O)Nc2ccc(Cl)cc2)sc2ccc(Cl)cc12` gave SSB-PriA inh -7, VHR inh abs 27, TcdB GH inh 1.8, Y pestis TopoI 0, BH1578 lux ind 0.6, MazF activator 2, CCHF vOTU inh 2, Rv3671c inh -34, PrPC TRFRET 9 and 3CLpro inhibitor 1.
`CCN(CC)CCNc1nc(-c2cccs2)c(CC(=O)O)s1` gave SSB-PriA inh 6, VHR inh abs 8, TcdB GH inh 0.3, Y pestis TopoI 4, BH1578 lux ind -0.3, MazF activator 9, CCHF vOTU inh 9, Rv3671c inh 8, PrPC TRFRET -5 and 3CLpro inhibitor 0.
`Nn1c(SCC(=O)NC2CCCCCC2)nnc1-c1ccco1` gave TcdB GH inh 0.3, Y pestis TopoI 5, BH1578 lux ind -0.2, MazF activator 9, CCHF vOTU inh 2 and PrPC TRFRET -3.
`O=C(CCCn1c(=O)[nH]c2cc(Cl)ccc2c1=O)NC1CCCCCCC1` gave SSB-PriA inh 2, VHR inh abs -12, Y pestis TopoI 4, BH1578 lux ind -2.9, MazF activator 7, CCHF vOTU inh -5, Rv3671c inh 2, PrPC TRFRET -3 and 3CLpro inhibitor 1.
For COc1ccc(N/C(N)=N/c2nc(C)cc(C)n2)c(OC)c1 the results were VHR inh abs 4, TcdB GH inh 0.6, Y pestis TopoI 12, BH1578 lux ind 0.4, MazF activator 5, CCHF vOTU inh 5, Rv3671c inh -12, PrPC TRFRET 2 and 3CLpro inhibitor 0.
`COc1cc(-c2nnc(SC(C)C(=O)Nc3c(C)n(C)n(-c4ccccc4)c3=O)o2)cc(OC)c1OC` (stereo unspecified) gave SSB-PriA inh -8, VHR inh abs 35, Y pestis TopoI -4, BH1578 lux ind inactive, MazF activator 5, CCHF vOTU inh -11, Rv3671c inh -2, PrPC TRFRET -2 and 3CLpro inhibitor -4.

Molecules above containing an aryl thioether with sulfur outside any ring (2):
`Nn1c(SCC(=O)NC2CCCCCC2)nnc1-c1ccco1` gave TcdB GH inh 0.3, Y pestis TopoI 5, BH1578 lux ind -0.2, MazF activator 9, CCHF vOTU inh 2 and PrPC TRFRET -3.
`COc1cc(-c2nnc(SC(C)C(=O)Nc3c(C)n(C)n(-c4ccccc4)c3=O)o2)cc(OC)c1OC` (stereo unspecified) gave SSB-PriA inh -8, VHR inh abs 35, Y pestis TopoI -4, BH1578 lux ind inactive, MazF activator 5, CCHF vOTU inh -11, Rv3671c inh -2, PrPC TRFRET -2 and 3CLpro inhibitor -4.

(further entries)
For CC(C)NS(=O)(=O)c1ccc(NC(=O)C(C)OC(=O)CCCOc2ccccc2)cc1 (stereo unspecified) the results were SSB-PriA inh -2, TcdB GH inh 0.4, Y pestis TopoI 15, BH1578 lux ind inactive, MazF activator 2, CCHF vOTU inh 18 and PrPC TRFRET 3.
For O=C(Nc1ccn(CCCNCc2ccc3[nH]ccc3c2)c(=O)n1)OCc1ccccc1 the results were SSB-PriA inh 2, TcdB GH inh 1.2, Y pestis TopoI 12, BH1578 lux ind -0.5, MazF activator 15, CCHF vOTU inh -6 and PrPC TRFRET 2.
`Cc1ccnc(NS(=O)(=O)c2ccc(NC(=O)CN3C(=O)c4ccccc4S3(=O)=O)cc2)n1` gave SSB-PriA inh 2, TcdB GH inh 0.1, Y pestis TopoI -6, BH1578 lux ind inactive, MazF activator 1, CCHF vOTU inh 19, Rv3671c inh 7 and PrPC TRFRET 0.
`O=[N+]([O-])c1ccc(Cl)c(C[n+]2cccc3ccccc32)c1` gave SSB-PriA inh -2, VHR inh abs 9, TcdB GH inh 0.5, Y pestis TopoI 4, BH1578 lux ind -0.7, MazF activator 36, CCHF vOTU inh 2, Rv3671c inh 5, PrPC TRFRET -24 and 3CLpro inhibitor -1.
For CCn1c(-c2ccc[nH]c2=O)nc2ccccc21 the results were SSB-PriA inh -3, VHR inh abs 32, TcdB GH inh 1.7, Y pestis TopoI -4, BH1578 lux ind inactive, MazF activator 4, CCHF vOTU inh -53, Rv3671c inh 2, PrPC TRFRET -3 and 3CLpro inhibitor 2.
For CCOc1ccc(S(=O)(=O)N(CC)CC(=O)NC2CCS(=O)(=O)C2)cc1 (stereo unspecified) the results were SSB-PriA inh -1, TcdB GH inh 0.9, Y pestis TopoI 3, BH1578 lux ind -0.6, MazF activator 4, CCHF vOTU inh 3, Rv3671c inh -3 and PrPC TRFRET 2.
`O=C(Nc1ccccc1[N+](=O)[O-])c1nc[nH]c1C(=O)NCCO` gave SSB-PriA inh -10, VHR inh abs 34, Y pestis TopoI 3, BH1578 lux ind -1.6, MazF activator 1, CCHF vOTU inh -19, Rv3671c inh 4, PrPC TRFRET -34 and 3CLpro inhibitor -8.
`CC(C)C[C@H](NC(=O)OC(C)(C)C)C(=O)N1CCC(C(=O)N[C@@H](Cc2ccccc2)C(=O)O)CC1` gave SSB-PriA inh -9, VHR inh abs 16, Y pestis TopoI -9, BH1578 lux ind inactive, MazF activator 4, CCHF vOTU inh -16, Rv3671c inh 6, PrPC TRFRET 0 and 3CLpro inhibitor -2.
Screening O=C(CCN1CCN(c2ccccc2F)CC1)Nc1ccc(F)cc1 returned SSB-PriA inh -15, VHR inh abs 10, TcdB GH inh -2.3, Y pestis TopoI 2, BH1578 lux ind inactive, MazF activator 6, CCHF vOTU inh -11, Rv3671c inh -4, PrPC TRFRET 1 and 3CLpro inhibitor -1.
`COc1cccc(-n2c(C)nn(CCOc3ccccc3)c2=O)c1` gave SSB-PriA inh -7, VHR inh abs 21, TcdB GH inh 1.3, Y pestis TopoI 0, BH1578 lux ind inactive, MazF activator 7, CCHF vOTU inh -7, Rv3671c inh -2, PrPC TRFRET -3 and 3CLpro inhibitor 4.
For CSCCC(NC(=O)c1ccccc1)C(=O)N1CCCCCCC1 (stereo unspecified) the results were SSB-PriA inh -8, TcdB GH inh 2.1, Y pestis TopoI 4, BH1578 lux ind inactive, MazF activator 7, CCHF vOTU inh -3, Rv3671c inh 6 and PrPC TRFRET 7.
Screening COc1ccc(Cl)cc1C(=O)Nc1ccc(NC(C)=O)cc1 returned SSB-PriA inh 5, VHR inh abs -15, TcdB GH inh 1.8, Y pestis TopoI 3, BH1578 lux ind 0.4, MazF activator -2, CCHF vOTU inh 6, Rv3671c inh -4, PrPC TRFRET -1 and 3CLpro inhibitor 0.
Screening Cc1ccc(S(=O)(=O)N2CCOCC2)cc1NC(=O)COC(=O)Cc1ccc(Cl)cc1 returned SSB-PriA inh 3, TcdB GH inh -0.9, Y pestis TopoI 27, BH1578 lux ind inactive, MazF activator 5, CCHF vOTU inh -1, Rv3671c inh 3 and PrPC TRFRET -2.

Assay outcomes deposited in PubChem BioAssay by several laboratories.
